# MEP2 TOR yeast = modulators of TOR pathway MEP2-GFP in S. cerevisiae; S. cerevisiae MEP2-GFP strain, flow cytometry GFP, 3 h; 100% = DMSO control level; GFP response vs DMSO, % at 10 µM; actives 0.51% (n = 330,000); AID 2016;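 active means GFP response versus DMSO above a set limit, roughly screen mean plus 3 SD, cut at about 180% in these data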;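 further: median GFP fluorescence of the barcode-gated MEP2-GFP cells per well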
# LAP4 TOR yeast = yeast TOR pathway LAP4-GFP modulation. GFP response vs DMSO, % at 10 µM. actives 0.34% (n = 320,000). S. cerevisiae LAP4-GFP multiplex, flow cytometry GFP, 3 h; median GFP as percent of DMSO wells;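 active means GFP response vs DMSO above a set limit, about the screen mean plus 3 SD, cut at about 150% in these data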
# VLA-4 inh = inhibition in a human VLA-4 binding assay | P13612 | VLA-4 expressing cells, ligand binding flow cytometry | inhibition, % (about 7 µM as worked out from the volumes in the protocol) | actives 0.2% (n = 330,000) | AID 2557; in the data active means inhibition above about 50%
# CR mimetic SO = yeast age-related superoxide inhibition as caloric restriction mimetic | AID 2690 | superoxide response (% of plate mean), % at 10 µM | S. cerevisiae aged cells, superoxide DHE fluorescence; stronger effect = lower value | actives 0.18% (n = 330,000);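 active means superoxide response under a set limit, about three screen SD below normal, cut at about 65% in these data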;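 further: yeast aged for seven days with compound at 30 °C before DHE staining; 100% = average MFI of all compound-treated wells on the plate with controls excluded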
# RPL19A-GFP yeast = yeast TOR pathway RPL19A-GFP modulation; S. cerevisiae RPL19A-GFP strain, flow cytometry, 3 h; stronger effect = lower value; percent response vs DMSO, % at 10 µM; actives 0.3% (n = 330,000); AID 2025;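 active means percent response vs DMSO below 50%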;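 further: median channel GFP fluorescence of the barcoded RPL19A-GFP strain; ratio of sample median GFP to plate DMSO average so 100% = DMSO; lower means less RPL19A-GFP as with rapamycin TOR inhibition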
# AGP1-GFP MLPCN = alters AGP1-GFP fluorescence in TOR pathway yeast screen; S. cerevisiae AGP1-GFP multiplex flow cytometry, 3 h; GFP as percent of DMSO wells; GFP response vs DMSO, % at 10 µM; actives 0.02% (n = 320,000);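 active means GFP response relative to DMSO above a set limit, near screen average plus 3 SD, cut at about 150% in these data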;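 further: median GFP channel fluorescence of the gated AGP1 strain per well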
# CIT2 TOR yeast = yeast TOR pathway CIT2-GFP modulation; S. cerevisiae CIT2-GFP strain, flow cytometry, 3 h; 100 means same as DMSO wells; GFP response vs DMSO, % at 10 µM; actives 0.065% (n = 320,000); AID 2029;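 active means GFP response relative to DMSO above a set limit, near the screen mean plus 3 SD, cut at about 150% in these data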;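 further: ratio of well median GFP fluorescence to mean of DMSO wells on the plate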
# GRK2 inh = human GRK2 inhibition via aptamer displacement | P25098 | bead flow cytometry, FAM-aptamer displacement from GRK2 | inhibition of aptamer binding, % at 10 µM | actives 0.59% (n = 330,000);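 active means inhibition of aptamer binding above 40%, roughly 3 SD of noise, on plates passing a quality check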;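 further: median bead fluorescence of bound FAM aptamer so fluorescent compounds give negative values; no value below 0 was filed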
# Target sequence (P25098 whole entry, looked up): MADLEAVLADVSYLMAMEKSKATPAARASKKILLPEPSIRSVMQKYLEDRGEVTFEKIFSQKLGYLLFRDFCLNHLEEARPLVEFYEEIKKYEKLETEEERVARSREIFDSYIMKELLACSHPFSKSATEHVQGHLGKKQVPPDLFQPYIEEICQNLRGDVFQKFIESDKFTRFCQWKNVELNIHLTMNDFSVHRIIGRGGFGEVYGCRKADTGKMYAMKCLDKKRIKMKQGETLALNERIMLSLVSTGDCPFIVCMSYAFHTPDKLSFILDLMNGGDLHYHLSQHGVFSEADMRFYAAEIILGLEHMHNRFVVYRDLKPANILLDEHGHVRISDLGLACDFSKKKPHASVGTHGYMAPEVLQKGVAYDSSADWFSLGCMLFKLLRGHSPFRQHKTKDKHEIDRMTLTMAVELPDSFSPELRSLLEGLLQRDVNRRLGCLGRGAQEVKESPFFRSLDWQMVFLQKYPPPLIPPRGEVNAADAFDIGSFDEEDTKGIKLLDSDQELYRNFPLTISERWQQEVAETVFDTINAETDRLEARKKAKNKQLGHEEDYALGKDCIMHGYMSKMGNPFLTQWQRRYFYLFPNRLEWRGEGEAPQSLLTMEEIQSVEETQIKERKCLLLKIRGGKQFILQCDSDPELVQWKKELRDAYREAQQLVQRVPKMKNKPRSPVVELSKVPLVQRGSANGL
# The depositor's hits bear a star; . = no result given.
SMILES,MEP2 TOR yeast,LAP4 TOR yeast,VLA-4 inh,CR mimetic SO,RPL19A-GFP yeast,AGP1-GFP MLPCN,CIT2 TOR yeast,GRK2 inh
COc1cccc(C(=O)Nc2ccc(NC(=O)Cc3ccccc3)cc2)c1,93,84,1,105,103,99,96,0
CCOC(=O)c1c(CC(C)C)csc1NC(=O)c1ccccc1C(=O)O,103,95,6,101,102,83,93,8
CCOC(=O)C1CCN(C(=O)C2CCN(C(=O)c3ccc([N+](=O)[O-])cc3)CC2)CC1,114,99,8,109,104,102,110,0
O=C(Nc1ccccc1C(=O)NCc1cccnc1)c1ccccc1Cl,114,82,3,73,112,98,.,1
C=CCn1c(SCC(=O)Nc2ccc3c(c2)OCO3)nc2ccccc2c1=O,101,105,0,114,96,108,100,2
COc1ccc2c(c1)c(CCN1C(=O)c3ccccc3C1=O)cn2C(=O)c1ccco1,94,99,7,121,101,103,92,6
Cc1ccc(C23CC4CC(CC(C(=O)NC(C(=O)O)C(C)C)(C4)C2)C3)cc1 (stereo not drawn),105,91,1,115,102,99,101,4
Cc1ccc(N2CC(C(=O)NCCS(=O)(=O)N3CCN(c4ccccc4)CC3)CC2=O)cc1C (stereo not drawn),100,103,15,81,100,104,109,0
CC1=C(C(=O)NC(C)c2ccc3c(c2)OCCO3)C2(CCC(C)CC2)OC1=O (stereo not drawn),106,104,28,105,100,108,98,0
CC(=O)Nc1ccc(S(=O)(=O)N(C)CC(=O)OCC(=O)N2CCCCCC2)cc1,100,113,-14,119,107,105,113,3
COc1ccc(CNc2nc(NCc3ccc(OC)cc3)n(C(C)=O)n2)cc1,101,105,0,101,98,.,99,8
CC1(C)C2CCC13CS(=O)(=O)NC3C2 (stereo not drawn),117,97,11,91,100,104,107,0
CCOc1ccccc1NC(=O)COC(=O)COc1c(Cl)cc(Cl)c2ccc(C)nc12,93,104,8,102,96,104,95,1
Cc1cc(C)c2c(CC(=O)N(CCC#N)Cc3cccnc3)coc2c1,96,90,-11,92,98,87,90,0
CCO[C@H]1OC(C(=O)Nc2ccccc2)=C[C@@H](c2ccc(C(F)(F)F)cc2)[C@@H]1CCCO,89,128,-3,91,99,77,73,1
CC(C)CC(=O)Nc1cccc(NC(=O)CC(C)C)n1,111,106,-4,83,105,98,103,0
S=C(NCc1ccccc1)NN1CCOCC1,103,96,-2,113,101,104,80,3
C[C@@H]1O[C@@H](OC[C@H]2O[C@@H](Oc3c(-c4ccc(O)c(O)c4)oc4cc(O)cc(O)c4c3=O)[C@H](O)[C@@H](O)[C@@H]2O)[C@H](O)[C@H](O)[C@H]1O,105,105,0,99,98,100,103,10
COc1ccc([C@H]2/C=C\CN(C(=O)C3CC3)[C@@H](C)C(=O)N2Cc2ccc(F)cc2)cc1,92,112,6,89,104,93,99,0
Cc1cc(C)cc(NC(=S)/C(=C(\[O-])c2ccc(Cl)cc2Cl)[n+]2ccc(C(C)(C)C)cc2)c1,111,94,-14,107,102,105,94,41*
CCc1ccc(N2CC(C(=O)N/N=C/c3cc([N+](=O)[O-])ccc3O)CC2=O)cc1 (stereo not drawn),98,94,-2,99,95,102,97,0
O=C(O)c1ccc(N/N=C/c2cccc3nccnc23)cc1,98,102,18,97,96,100,97,1
Cc1cc(=O)[nH]c(SCC(=O)Nc2cc(S(=O)(=O)N(C)C)ccc2Cl)n1,108,101,7,90,99,98,99,7
Cc1ccccc1N(C)C(=O)c1coc(=O)c2ccccc12,108,101,-3,103,102,108,115,3
CCOC(=O)c1c(NC(=O)c2nn(CC)cc2Br)c(C#N)cn1-c1ccccc1,110,107,15,107,102,106,105,2
CCCCc1cc(=O)oc2cc(OCC(=O)NCC3CCC(C(=O)O)CC3)ccc12 (stereo not drawn),96,105,3,103,96,98,98,3
Cc1cccc(NS(=O)(=O)c2ccc(NC(=O)CN(c3cc([N+](=O)[O-])ccc3C)S(C)(=O)=O)cc2)c1,115,98,-3,110,101,102,105,6
COc1ccc(CCNc2ncnc3c2c(C)c(C)n3CCCN(C)C)cc1OC,117,110,15,110,109,103,109,0
Cc1ccc(C)c(NC(=O)C2COc3ccccc3O2)c1 (stereo not drawn),102,106,8,89,99,98,94,0
Cc1c(Cl)ccc2sc(NC(=O)c3ccco3)nc12,96,95,54*,113,101,95,93,0
COc1ccc(NC(=O)c2cccc(Cn3cc(Br)cn3)c2)cn1,107,113,17,117,98,102,98,0
CC1CCCC(C(=O)O)N1C(=O)CCS (stereo not drawn),94,97,-5,97,94,.,99,1
COc1ccc(OCc2cc(C(=O)N3CCN(CC4CC4)CC3)no2)c(Cl)c1,90,94,7,76,98,98,87,0
O=C(CSc1nnc(-c2ccc(Br)cc2)o1)Nc1cccc(C(=O)O)c1,113,83,6,105,113,103,115,1
O=c1[nH]nc(CNc2ccc(C(F)(F)F)cc2)c2ccccc12,113,98,10,98,118,94,114,1
CC1=C(C#N)C(NC(=O)C2CCCCC2)(C(F)(F)F)C(=O)N1 (stereo not drawn),101,97,7,106,100,99,96,2
CCOC(=O)CN(C(=O)COc1nc(-c2ccccc2)cc(C)c1C#N)c1cccc(OC)c1,92,104,-6,105,95,101,99,3
COc1cc(NC(=S)NCc2ccco2)cc(OC)c1OC,104,97,1,98,100,100,101,0
CCCC(=O)OCC(=O)Nc1ccc2c(c1)OCO2,109,105,-3,92,94,103,96,1
Cc1cccc(NCc2ccccc2OCc2ccccc2F)c1,109,99,15,101,108,103,103,0

# Exported as labelled records: 4 of the compounds above.
Cc1cc(=O)[nH]c(SCC(=O)Nc2cc(S(=O)(=O)N(C)C)ccc2Cl)n1
  MEP2 TOR yeast = 108
  LAP4 TOR yeast = 101
  VLA-4 inh = 7
  CR mimetic SO = 90
  RPL19A-GFP yeast = 99
  AGP1-GFP MLPCN = 98
  CIT2 TOR yeast = 99
  GRK2 inh = 7
Cc1ccc(C)c(NC(=O)C2COc3ccccc3O2)c1 (stereo not drawn)
  MEP2 TOR yeast = 102
  LAP4 TOR yeast = 106
  VLA-4 inh = 8
  CR mimetic SO = 89
  RPL19A-GFP yeast = 99
  AGP1-GFP MLPCN = 98
  CIT2 TOR yeast = 94
  GRK2 inh = 0
CCc1ccc(N2CC(C(=O)N/N=C/c3cc([N+](=O)[O-])ccc3O)CC2=O)cc1 (stereo not drawn)
  MEP2 TOR yeast = 98
  LAP4 TOR yeast = 94
  VLA-4 inh = -2
  CR mimetic SO = 99
  RPL19A-GFP yeast = 95
  AGP1-GFP MLPCN = 102
  CIT2 TOR yeast = 97
  GRK2 inh = 0
CC1CCCC(C(=O)O)N1C(=O)CCS (stereo not drawn)
  MEP2 TOR yeast = 94
  LAP4 TOR yeast = 97
  VLA-4 inh = -5
  CR mimetic SO = 97
  RPL19A-GFP yeast = 94
  AGP1-GFP MLPCN = .
  CIT2 TOR yeast = 99
  GRK2 inh = 1

# Next section:
SMILES,MEP2 TOR yeast,LAP4 TOR yeast,VLA-4 inh,CR mimetic SO,RPL19A-GFP yeast,AGP1-GFP MLPCN,CIT2 TOR yeast,GRK2 inh
Nc1nc2n(n1)C(c1ccc(Cl)cc1)CC(c1ccc(F)cc1)N2 (stereo not drawn),105,98,-6,102,99,106,104,0
CCc1nccn1CCC(=O)N1CCc2c([nH]c3ccccc23)C1CC(C)C (stereo not drawn),105,116,0,100,101,108,105,0
O=C(Nc1ccccc1)C1=C[C@H](C2CCCCC2)C[C@H](OCCCCO)O1,96,97,22,108,94,92,90,3
COc1ccc(CNC(=O)COC(=O)[C@H](Cc2ccccc2)NC(=O)c2cccs2)cc1,104,106,3,101,109,105,105,5
COc1cccc(C(=O)N2CCN(c3ncccn3)CC2)c1,159,86,3,107,96,40,97,1
C/C(=N\NC(=O)CN(c1ccccc1)S(C)(=O)=O)c1ccccc1O,100,107,4,105,100,100,105,2
CC(C)(C)OC(=O)N1CCC(NC(=O)c2[nH]cnc2C(=O)Nc2ccccc2)CC1,107,53,13,97,107,105,134,4
COc1ccc(CCNC(=O)Nc2ccc(F)cc2F)cc1OC,90,.,-4,90,85,81,103,0
CCSc1ccc([C@@H]2[C@H]3C(=O)N(CC)C(=O)[C@H]3[C@]3(C(=O)OC)CCCCN23)cc1OC,95,92,-19,86,95,97,104,0
Cc1ccccc1NC(=O)c1cnn(-c2ccccc2)c1C,101,105,14,116,103,89,90,3
Cc1ccc(C(C)C)c(OC(=O)/C=C/c2ccccc2)c1,101,101,-11,83,97,97,97,0
Cc1ccc(S(=O)(=O)N2CCN(C(=O)Cc3sc(C)nc3-c3ccc(F)cc3)CC2)c(C)c1,94,95,-7,89,88,93,88,1
Cn1cc(Br)c(NS(=O)(=O)c2ccc(Cl)s2)n1,108,106,-10,98,101,103,110,2
Cc1ccc2cc3c(nc2c1)N(c1ccccc1)CC3,101,91,10,82,101,94,100,0
CCN(CC(=O)Nc1c(F)cccc1F)C(=O)CN1C(=O)c2ccccc2C1=O,99,112,2,92,99,106,93,0
CCOc1ccc(N2CC(C(=O)Nc3ccc(S(=O)(=O)Nc4nccs4)cc3)CC2=O)cc1 (stereo not drawn),105,100,9,108,101,94,116,0
CC(C)(C)c1ccc(C(=O)NNC(=O)c2ccncc2)cc1,100,96,7,103,106,95,97,0
Cc1cccc(NC(=S)NCCc2ccccn2)c1,107,110,26,100,99,101,111,0
Cc1ccc(NC(=O)C(=O)NCC2CCCN2S(=O)(=O)c2cccs2)cc1C (stereo not drawn),97,111,-2,109,98,109,91,0
Cc1cc(N/N=C/c2ccccc2O)nc(N2CCOCC2)n1,101,102,-10,91,98,103,97,3

# Of the compounds above, 4 contain a cyano group.
SMILES,MEP2 TOR yeast,LAP4 TOR yeast,VLA-4 inh,CR mimetic SO,RPL19A-GFP yeast,AGP1-GFP MLPCN,CIT2 TOR yeast,GRK2 inh
Cc1cc(C)c2c(CC(=O)N(CCC#N)Cc3cccnc3)coc2c1,96,90,-11,92,98,87,90,0
CCOC(=O)c1c(NC(=O)c2nn(CC)cc2Br)c(C#N)cn1-c1ccccc1,110,107,15,107,102,106,105,2
CC1=C(C#N)C(NC(=O)C2CCCCC2)(C(F)(F)F)C(=O)N1 (stereo not drawn),101,97,7,106,100,99,96,2
CCOC(=O)CN(C(=O)COc1nc(-c2ccccc2)cc(C)c1C#N)c1cccc(OC)c1,92,104,-6,105,95,101,99,3

# (next part)
SMILES,MEP2 TOR yeast,LAP4 TOR yeast,VLA-4 inh,CR mimetic SO,RPL19A-GFP yeast,AGP1-GFP MLPCN,CIT2 TOR yeast,GRK2 inh
Cc1ccc(Cl)cc1N(CC(=O)N1CCOCC1)S(C)(=O)=O,81,74,-8,98,89,87,87,1
Fc1ccc(NC(=S)N2CCc3ccccc3C2)c(F)c1,101,108,3,96,108,96,96,3
Cc1sc2nc(C(C)C)nc(SCC(=O)NCc3ccco3)c2c1C,95,117,20,84,93,99,103,0
CCCCNC(=S)N(CCN(C)C)Cc1cc2cc3c(cc2[nH]c1=O)OCCO3,112,101,3,103,100,99,98,2
CCC(CC)CN1CCN=C1N(C)C,97,107,0,104,98,78,65,0
Cc1ccc(Cl)c2c1NC(=O)C2=O,96,91,8,114,96,96,95,1
Cc1ccc(C(=O)NCCSC(C)(C)C)cc1[N+](=O)[O-],102,94,-10,89,103,96,108,2
CC(NS(=O)(=O)c1ccc2[nH]c(=O)c(=O)[nH]c2c1)C(=O)O (stereo not drawn),105,105,13,94,104,113,115,0
Nn1c(SCC(=O)NCc2ccccc2)nnc1C1CC1,105,96,-3,90,97,103,102,1

# Retrieved one by one from the list above (2):
SMILES,MEP2 TOR yeast,LAP4 TOR yeast,VLA-4 inh,CR mimetic SO,RPL19A-GFP yeast,AGP1-GFP MLPCN,CIT2 TOR yeast,GRK2 inh
CC(NS(=O)(=O)c1ccc2[nH]c(=O)c(=O)[nH]c2c1)C(=O)O (stereo not drawn),105,105,13,94,104,113,115,0
Cc1ccc(C(=O)NCCSC(C)(C)C)cc1[N+](=O)[O-],102,94,-10,89,103,96,108,2
